LGR2 antag: blocks bursicon-induced cAMP signaling via Drosophila LGR2; HEK293 LGR2, CRE-luciferase, bursicon-stimulated, 4 h; inhibition, % at 9.99 µM; 0.35% of 380,000 active; AID 720647;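 active = drop in luminescence signal, shown as inhibition above about 50% in the replicate tests, limit read from the data, passing the limit was not always enough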;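 also: agonist challenge used bursicon conditioned medium at about half maximal strength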
SIRT5 inh: sirtuin-5 (human) deacylase inhibition | Q9NXA8 | Purified SirT5, succinyl-peptide AMC, trypsin-coupled fluorescence | inhibition, % at 15 µM | 1.1% of 330,000 active | AID 652115; in the data active = inhibition above about 15%
Target sequence (Q9NXA8 whole entry, looked up): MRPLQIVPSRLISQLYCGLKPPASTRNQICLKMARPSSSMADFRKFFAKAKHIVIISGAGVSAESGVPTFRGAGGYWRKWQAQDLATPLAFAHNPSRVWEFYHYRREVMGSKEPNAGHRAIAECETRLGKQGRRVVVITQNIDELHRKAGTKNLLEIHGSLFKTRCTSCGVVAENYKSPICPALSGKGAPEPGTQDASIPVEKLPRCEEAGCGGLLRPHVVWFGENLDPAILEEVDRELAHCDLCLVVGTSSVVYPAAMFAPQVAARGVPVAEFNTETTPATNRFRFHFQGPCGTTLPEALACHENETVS
Casp6 inh: blocks human caspase-6 cleavage activity; P55212; purified caspase-6, Z-VEID-R110 cleavage fluorescence; inhibition, % at 12.5 µM; 0.53% of 350,000 active; AID 686996;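 active = mean inhibition across replicates at least about 35%, with every replicate also reaching that limit, limit read from the data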;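 also: 0% = median of neutral control wells and 100% = no fluorescence left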
Target sequence (P55212 24-179 limits assumed): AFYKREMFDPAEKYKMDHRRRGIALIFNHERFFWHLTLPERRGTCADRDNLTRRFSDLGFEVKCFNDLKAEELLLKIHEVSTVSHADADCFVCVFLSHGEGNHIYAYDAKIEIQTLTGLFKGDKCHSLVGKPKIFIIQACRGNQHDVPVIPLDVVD
Target sequence (P55212 194-293 limits assumed): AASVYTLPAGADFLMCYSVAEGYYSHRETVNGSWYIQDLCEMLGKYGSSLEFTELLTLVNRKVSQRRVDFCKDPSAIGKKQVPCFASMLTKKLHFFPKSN
esBAF inh: blocks esBAF chromatin remodeling in mouse ES cells; Bmi1-luciferase knock-in reporter, 24 h; 100% = twice the neutral-well signal; reporter increase, % at 12.5 µM; 2% of 350,000 active; AID 602393; in the data active = activation above about 40%;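 also: 0% = median of the plate's neutral control wells and 100% = double that signal; a rise in the Bmi1 reporter signal indicates esBAF inhibition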
C2C12 statin: protects C2C12 myotubes from simvastatin toxicity; ATP luminescence, 48 h; scaled: DMSO 0, geranylgeraniol control 100; 0.78% of 330,000 active; rescue of ATP level, % at 7.49 µM;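 active = mean ATP rescue above about 67%, or every replicate alone reaching that limit, limit read from the data, passing the limit was not always enough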;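 also: myotubes were challenged with 10 µM simvastatin during compound exposure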
S100A4 inh HTS: blocks human S100A4 binding to myosin IIA peptide. S100A4/TAMRA-MyoIIA peptide fluorescence polarization. inhibition, % at 10.7 µM. 0.14% of 360,000 active. AID 652163;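 active = mean inhibition of at least 70% across replicates, with every replicate also reaching that level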
Target sequence (P26447 whole entry, looked up): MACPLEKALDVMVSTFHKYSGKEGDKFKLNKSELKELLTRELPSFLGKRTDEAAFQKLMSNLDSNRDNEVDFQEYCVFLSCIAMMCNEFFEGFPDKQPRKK
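Compound dosing: one dose per compound; test system: human S100A4 monomer with TAMRA-labelled myosin IIA peptide; probe or stimulus: TAMRA-labelled myosin IIA heavy-chain peptide probe, 5 nM; medium: HEPES buffer with Ca2+, pH 7.2; schedule: 5 min incubation before reading; benchmarks: neutral control DMSO, positive control TFP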
FN deposit inh: fibronectin deposition inhibition. AH1F fibroblasts, Alexa488-fibronectin deposition fluorescence, overnight. inhibition, % at 12.6 µM. 0.086% of 350,000 active;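 active = mean inhibition across replicates of 30% or more, regardless of how many single replicates reach that level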;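 also: positive control wells lacked labelled fibronectin entirely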
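Assay system: AH1F fibroblasts assembling fluorescent fibronectin matrix; Amount: 10000 AH1F cells per well; Buffer or medium: DMEM, 2% serum; Probe or stimulus: Alexa488-fibronectin, 24 nM final in well; Doses: single compound dose, delivered by pin transfer; Incubation: 1 h adhesion, overnight exposure; Measured by: fluorescence 485/525 nm; Read-out: fibronectin deposition inhibition.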
* hit, by the source's call; / = no result given. Not all compounds are listed. The share of hits here may be higher or lower than overall.

SMILES | LGR2 antag | SIRT5 inh | Casp6 inh | esBAF inh | C2C12 statin | S100A4 inh HTS | FN deposit inh
Cc1cccn2c(=O)c(C=O)c(N3CCSCC3)nc12 | -7 | -3 | 3 | -5 | 9 | 20 | -1
CC1(C)CC(=O)C(C=NCCN2CCN(C(=O)CCl)CC2)=C(O)C1 | 10 | -1 | -48 | / | / | 6 | -7
COC(=O)C1(CCSC)NC(c2ccc(O)cc2)C2C(=O)N(c3ccc4c(c3)OCCO4)C(=O)C21 (stereo not given) | / | / | / | -7 | 6 | / | -1
CC(=O)c1ccc(Oc2ncnc3sccc23)cc1 | -18 | -5 | 1 | / | / | -2 | -3
COc1ccc(CN(C)C[C@H]2OCCCC[C@H](C)Oc3ccc(NC(=O)NC4CCCCC4)cc3C(=O)N([C@H](C)CO)C[C@H]2C)cc1 | -1 | -2 | -3 | -6 | / | -4 | -2
Cc1cc2ncn(CC(C)C)c2cc1C | / | -6 | -1 | / | / | -5 | 3
CC(=O)Nc1ccc(NC(=O)C2c3ccccc3Oc3ccccc32)cc1 | 15 | 0 | 1 | / | / | 2 | -4
CC1(C)NC(=O)N(CC(=O)N2CCN(S(=O)(=O)c3cc(Cl)ccc3Cl)CC2)C1=O | -11 | 2 | 3 | 2 | 36 | -2 | 4
C[C@@H]1CN([C@H](C)CO)S(=O)(=O)c2ccc(C#C[C@@H](C)O)cc2O[C@@H]1CN(C)Cc1ccccn1 | 0 | -1 | -4 | -3 | -3 | -33 | /
COc1ccccc1NC(=O)CC1CCCC1 | 1 | -3 | 3 | 1 | 12 | -4 | 2
C[C@H]1CCCCO[C@H](CN(C)C(=O)C2CCCCC2)[C@@H](C)CN([C@@H](C)CO)C(=O)c2cc(NS(=O)(=O)c3ccccc3)ccc2O1 | -18 | 8 | 0 | 0 | 43 | 39 | -6
C/C(=N\NC(=O)c1ccc(Br)o1)c1cc2c(cc1NC(=O)CCC(=O)O)OCO2 | -7 | -6 | -179 | 7 | 9 | -3 | /
COCOCCn1cc(CN2CCS(=O)(=O)N(Cc3ccc(-c4ccc(OC)c(OC)c4)cc3)C(C)C2=O)nn1 (stereo not given) | -7 | 4 | 3 | 7 | 5 | -1 | 2
C[C@H](CO)N1C[C@H](C)[C@@H](CN(C)CC2CCCCC2)Oc2ccc(NC(=O)Cn3cnnn3)cc2CC1=O | 31 | 2 | 0 | 4 | 10 | -1 | -23
CC[C@@]12C(=O)N(c3ccc(C)cc3)C(=O)N1[C@H](c1cccc(C)c1)[C@@H]1C(=O)N(Cc3ccccc3)C(=O)[C@@H]12 | -2 | / | -2 | -4 | 7 | 1 | 4
CCOc1ccccc1OCCCC(=O)Nc1ccc(OC)nc1 | -5 | / | / | -5 | -17 | / | /
CO[C@H]1CN(C)C(=O)c2cc(NC(C)=O)ccc2OC[C@@H](C)N(C(=O)CC2CC2)C[C@H]1C | 11 | 0 | 56* | 1 | -14 | -13 | -25
COCC(=O)N(C)C[C@H]1Oc2ncc(-c3ccccc3OC)cc2C(=O)N([C@H](C)CO)C[C@H]1C | -3 | 1 | 0 | -16 | 8 | 8 | 3
C[C@H]1CN([C@@H](C)CO)S(=O)(=O)c2ccc(-c3ccncc3)cc2O[C@@H]1CN(C)C(=O)c1cccc(F)c1 | -10 | 5 | -2 | 1 | -13 | 3 | 4
CCCN1C[C@H](C)[C@@H](OC)CN(C)C(=O)c2cc(NC(=O)C3CCOCC3)ccc2OC[C@@H]1C | -12 | 2 | 2 | 2 | 5 | -3 | -2

Individual results from the list:
CC[C@@]12C(=O)N(c3ccc(C)cc3)C(=O)N1[C@H](c1cccc(C)c1)[C@@H]1C(=O)N(Cc3ccccc3)C(=O)[C@@H]12 @ FN deposit inh = 4
CCCN1C[C@H](C)[C@@H](OC)CN(C)C(=O)c2cc(NC(=O)C3CCOCC3)ccc2OC[C@@H]1C @ Casp6 inh = 2

Continuation.
SMILES | LGR2 antag | SIRT5 inh | Casp6 inh | esBAF inh | C2C12 statin | S100A4 inh HTS | FN deposit inh
CCCCN(CC)CCCNC(=O)c1cc2cc3ccc(C)cc3nc2o1 | 1 | -37 | -3 | 10 | 16 | -8 | 14
C[C@H]1CCCCO[C@@H](CN(C)Cc2ccc3c(c2)OCO3)[C@@H](C)CN([C@@H](C)CO)C(=O)c2cc(NC(=O)Nc3ccc4c(c3)OCO4)ccc2O1 | 6 | 5 | 0 | 5 | / | -10 | 6
CCN(C(=O)COC(=O)c1sccc1C)c1c(N)n(Cc2ccccc2)c(=O)[nH]c1=O | 21 | -4 | 0 | 1 | 16 | 9 | -1
Cc1ccc(S(=O)(=O)N[C@H]2C=C[C@@H](CC(=O)NCc3ccc(Cl)c(Cl)c3)O[C@@H]2CO)cc1 | 0 | -2 | 0 | 2 | -2 | -3 | -5
COc1ccc(Cl)cc1C(=O)Nc1ccc(NC(=O)C(C)C)cc1 | -6 | / | -2 | 5 | -18 | -2 | /
O=C(Nc1nc(-c2ccc(Br)cc2)cs1)c1cccnc1 | 6 | 0 | -1 | / | / | 2 | -16
c1cncc(CNc2cccc(-c3nc4ccccc4[nH]3)c2)c1 | -73 | -8 | 3 | / | / | -1 | 4
CC(C)NC(=O)Nc1ccc2c(c1)C(=O)N([C@H](C)CO)C[C@H](C)[C@@H](CN(C)Cc1ccncc1)OCCCC[C@H](C)O2 | -39 | 1 | 1 | / | / | 2 | /
CCCC#Cc1ccc([C@H]2[C@@H](C#N)N(S(=O)(=O)c3cccc(F)c3)[C@H]2CO)cc1 | -1 | 2 | -3 | / | / | -5 | -2
O=C(CN1C(=O)/C(=C/c2ccccc2F)Sc2ccccc21)N1CCN(c2ccccn2)CC1 | 9 | -1 | 5 | -2 | -1 | 2 | -6
COc1ccc(NC(=O)c2cccc(S(=O)(=O)NCc3ccco3)c2)c(OC)c1 | 14 | -1 | 2 | / | -9 | 11 | 2
COc1ccc(NC(=O)COC(=O)Cc2c(F)cccc2Cl)cc1 | -26 | 1 | -1 | 11 | 2 | -6 | -3
Cc1c(Cc2ccccc2)c(=O)oc2c(CN(C)C)c(O)c(Cl)cc12 | / | / | / | 2 | 17 | 2 | -11
CC(Sc1nnc(-c2cccnc2)n1C)C(=O)N1CCOCC1 (stereo not given) | 3 | -1 | 0 | 1 | -5 | 3 | -2
CC(C)C1C(=O)N(Cc2cn(CC3CCCCC3)nn2)CCS(=O)(=O)N1Cc1ccc(-c2ccc(Cl)nc2)cc1 (stereo not given) | 9 | -13 | 1 | 23 | 5 | 12 | -6
COc1cccc(Cn2c(Oc3cccc(C)c3)nc3c2c(=O)n(C)c(=O)n3C)c1 | -1 | / | / | -9 | 54 | / | /
Cc1ccc(NC(=O)c2sccc2-n2cccc2)c(Cl)c1 | -1 | -3 | 4 | / | / | 1 | -19
CCOC(=O)CSc1c(-c2ccc(Cl)cc2)[nH]c2ccccc12 | -20 | 1 | 1 | 7 | -11 | -3 | -4
CCCn1c(SCC(=O)N2CCc3ccccc32)n[nH]c1=O | -34 | 1 | 0 | 4 | 7 | -10 | -2
O=C(c1cc(-c2ccc(Cl)c(Cl)c2)on1)N1CCOCC1 | -76 | -4 | -5 | 42* | -15 | 13 | -2
COC(=O)C1=C(C)N(C)C(=O)NC1c1ccc(C)cc1 (stereo not given) | 3 | -3 | 1 | -7 | -1 | -26 | /
COc1ccc(C)cc1S(=O)(=O)NCC(c1ccc2c(c1)OCO2)N1CCN(C)CC1 (stereo not given) | -3 | -3 | -4 | -4 | -5 | -6 | -3
N#CCC(=O)Nc1ccc(C(=O)NCCC(c2ccccc2)c2ccccc2)cc1 | 10 | -1 | -1 | 5 | 54 | -1 | -13
CC1CCCC(N2C(=O)NC(NC(=O)c3ccco3)(C(F)(F)F)C2=O)C1C (stereo not given) | / | / | / | -5 | -5 | / | -19
COc1ccc(CCNC(=O)c2cc3c(=O)n4ccccc4nc3n(Cc3ccco3)c2=N)cc1OC | -19 | -4 | 4 | 7 | -45 | 3 | 10
CCC(=O)N1[C@H](CO)[C@@H](c2ccccc2)[C@@H]1CN(C)C(=O)c1ccccc1F | 10 | 3 | -3 | -5 | -7 | 6 | -4
C/C(=N\O)c1ccc2c(c1)CC(C)O2 (stereo not given) | 0 | -1 | 1 | / | / | -2 | 4
COc1ccc(CCc2nnc(N)s2)cc1OC | -9 | 0 | 1 | -3 | 7 | -1 | 10
CN(C)CC(=O)N1[C@H](CO)[C@@H](c2ccccc2)C12CN(CCC(F)(F)F)C2 | 25 | -3 | 3 | / | / | 1 | 4
CCC(=O)N(C)C[C@@H]1Oc2cc(/C=C/c3ccccc3)ccc2S(=O)(=O)N([C@@H](C)CO)C[C@@H]1C | 6 | 6 | 4 | -7 | 17 | 6 | -16
Cc1ccccc1CCN1CCCC(CN(C)C(=O)c2ccc3ncccc3c2)C1 (stereo not given) | 3 | -1 | -4 | -3 | 3 | -11 | -5
Cc1oc(C(=O)Nc2ccc(C(=O)O)cc2)cc1COc1ccccc1 | / | / | / | 4 | -5 | / | -10
COc1ccccc1/C=C1/C(=O)N(c2ccccc2)N=C1C | 8 | 4 | 6 | -6 | 14 | -7 | -2
CN(C)/C=N/C1=C(C#N)C(c2cccs2)c2ccc3ccccc3c2O1 (stereo not given) | -65 | 1 | 3 | / | / | -2 | 0
CCNC(=S)N(CCc1c(C)[nH]c2ccccc12)Cc1cc(OC)c(OC)c(OC)c1 | 0 | 0 | 3 | -25 | -11 | -2 | -4
N=c1c(S(=O)(=O)c2ccc(Br)cc2)cc2c(=O)n3ccccc3nc2n1CCN1CCOCC1 | -19 | -11 | 3 | -2 | -1 | -6 | 10
O=C(NNC(=O)c1cc2ccccc2cc1O)NC1CCCCC1 | -10 | 0 | 6 | 18 | 0 | 0 | -23

A stretch from the list above, for reference:
SMILES | LGR2 antag | SIRT5 inh | Casp6 inh | esBAF inh | C2C12 statin | S100A4 inh HTS | FN deposit inh
Cc1cccn2c(=O)c(C=O)c(N3CCSCC3)nc12 | -7 | -3 | 3 | -5 | 9 | 20 | -1
CC1(C)CC(=O)C(C=NCCN2CCN(C(=O)CCl)CC2)=C(O)C1 | 10 | -1 | -48 | / | / | 6 | -7
COC(=O)C1(CCSC)NC(c2ccc(O)cc2)C2C(=O)N(c3ccc4c(c3)OCCO4)C(=O)C21 (stereo not given) | / | / | / | -7 | 6 | / | -1
CC(=O)c1ccc(Oc2ncnc3sccc23)cc1 | -18 | -5 | 1 | / | / | -2 | -3
COc1ccc(CN(C)C[C@H]2OCCCC[C@H](C)Oc3ccc(NC(=O)NC4CCCCC4)cc3C(=O)N([C@H](C)CO)C[C@H]2C)cc1 | -1 | -2 | -3 | -6 | / | -4 | -2
Cc1cc2ncn(CC(C)C)c2cc1C | / | -6 | -1 | / | / | -5 | 3
CC(=O)Nc1ccc(NC(=O)C2c3ccccc3Oc3ccccc32)cc1 | 15 | 0 | 1 | / | / | 2 | -4
CC1(C)NC(=O)N(CC(=O)N2CCN(S(=O)(=O)c3cc(Cl)ccc3Cl)CC2)C1=O | -11 | 2 | 3 | 2 | 36 | -2 | 4
C[C@@H]1CN([C@H](C)CO)S(=O)(=O)c2ccc(C#C[C@@H](C)O)cc2O[C@@H]1CN(C)Cc1ccccn1 | 0 | -1 | -4 | -3 | -3 | -33 | /
COc1ccccc1NC(=O)CC1CCCC1 | 1 | -3 | 3 | 1 | 12 | -4 | 2
C[C@H]1CCCCO[C@H](CN(C)C(=O)C2CCCCC2)[C@@H](C)CN([C@@H](C)CO)C(=O)c2cc(NS(=O)(=O)c3ccccc3)ccc2O1 | -18 | 8 | 0 | 0 | 43 | 39 | -6
C/C(=N\NC(=O)c1ccc(Br)o1)c1cc2c(cc1NC(=O)CCC(=O)O)OCO2 | -7 | -6 | -179 | 7 | 9 | -3 | /
COCOCCn1cc(CN2CCS(=O)(=O)N(Cc3ccc(-c4ccc(OC)c(OC)c4)cc3)C(C)C2=O)nn1 (stereo not given) | -7 | 4 | 3 | 7 | 5 | -1 | 2
C[C@H](CO)N1C[C@H](C)[C@@H](CN(C)CC2CCCCC2)Oc2ccc(NC(=O)Cn3cnnn3)cc2CC1=O | 31 | 2 | 0 | 4 | 10 | -1 | -23
